GSIS activator: primary screen for activators of insulin secretion dependent on glucose, INS-1E cells, GLuc reporter luminescence; activation, % at 16.6 µM; 0.61% of 370,000 active; INS-1E GLuc reporter insulin secretion, 2-3 h;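 active = lowest replicate activation of at least 40%, so every replicate reaches that level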;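 note: 0% = median of neutral control wells and 100% = median of IBMX positive control wells; some compounds called inactive have numbers as strong as hits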
XiGFP reactiv: reactivates the inactive X chromosome in mouse fibroblasts; XiGFP mouse fibroblasts, % GFP-positive cells imaging, 3 d; cells co-treated with 5-aza-dC sensitizer; scaled so ellipticine positive control = 100%; activation, % at 7.58 µM; 0.055% of 360,000 active;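 active = mean normalized replicate activation at least 10% and every replicate at or above 10%; inconclusive = only one of the two criteria met; inactive = mean below 10% and not all replicates reach 10%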;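 note: 0% = median of on-plate neutral control wells and 100% = ellipticine 6 µM median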
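System: 68-5-11 XiGFP fibroblast line; Timing: 3 days compound exposure; Compound dosing: one concentration, pinned; Benchmarks: positive control ellipticine, 6 µM final; Buffer or medium: DMEM containing 5-aza-dC.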
DENV2 CPE rescue: DENV2-induced cell death inhibition; DENV2-infected cells, cytopathic effect rescue, plate reader; CPE inhibition, % at 9.99 µM; 1.7% of 350,000 active; AID 651640; in the data active = CPE inhibition above about 20%, passing the limit was not always enough; inconclusive = no clear call, values can overlap the other calls; tested in BHK-21 cells;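 note: 0% = median of neutral control wells and 100% = median of positive control wells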
ARNT-TACC3 inh: disruptors of human ARNT/TACC3 interaction. Q9Y6A5. AlphaScreen His-ARNT PAS-B/GST-TACC3 binding, luminescence; TACC3 fragment carries E629A point mutation. inhibition, % at 9.99 µM. 0.66% of 390,000 active;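 active = mean inhibition of replicates at least 50% and at least half of replicates each reaching 50%; inconclusive = half or more replicates reach 50% but mean below 50%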;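 note: 0% = complete ARNT plus TACC3 wells and 100% = ARNT alone without TACC3; many hits fall short of the cut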
PAX8 reporter: lowers PAX8-driven luciferase in RMG-I cells; RMG-I TPO-luciferase reporter, SteadyGlo, 24 h; inhibition, % at 12.6 µM; 1.2% of 360,000 active;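 active = mean replicate inhibition at least 60% with every replicate also reaching 60%; inconclusive = only one of the two criteria is met; inactive = mean below 60% and not all replicates reaching 60%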;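 note: luciferase light reporting Pax8 driven TPO promoter activity; plate controls were median of neutral control wells for no effect and mitoxantrone controls for full effect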
ERp5 block: inhibitors of human ERp5; Q15084; inhibition, % at 9.99 µM; ERp5 insulin aggregation, absorbance 650 nm, 90 min; 0.05% of 350,000 active;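 active = mean replicate inhibition above about 25%, with every replicate also reaching it, limit read from the data, passing the limit was not always enough; inconclusive = only one of those two criteria met; inactive = neither criterion met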
Target sequence (Q15084 whole entry, looked up): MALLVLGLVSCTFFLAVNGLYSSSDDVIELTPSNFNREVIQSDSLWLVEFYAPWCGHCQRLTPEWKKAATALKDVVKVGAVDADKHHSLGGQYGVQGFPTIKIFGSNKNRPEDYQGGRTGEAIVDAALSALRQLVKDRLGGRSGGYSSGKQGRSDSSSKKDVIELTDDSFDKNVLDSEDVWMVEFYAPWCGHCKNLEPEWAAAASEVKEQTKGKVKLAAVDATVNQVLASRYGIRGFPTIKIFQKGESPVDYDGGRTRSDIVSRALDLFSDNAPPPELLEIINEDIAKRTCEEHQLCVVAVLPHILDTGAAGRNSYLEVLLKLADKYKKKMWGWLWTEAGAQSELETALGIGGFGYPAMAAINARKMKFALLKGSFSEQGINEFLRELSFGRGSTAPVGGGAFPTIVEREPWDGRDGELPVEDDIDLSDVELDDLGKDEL
F508del corr: correctors of CFTR F508del function in bronchial epithelial cells. 0.36% of 350,000 active. AID 720511. CFBE cells, YFP halide quenching; stimulated with forskolin plus potentiator P3; % fluorescence drop versus neutral controls. activity (quench increase), % at 7.58 µM;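 active = mean added fluorescence quench of at least 8% versus neutral control, with both replicates also reaching 8%; inconclusive = only one of the mean or replicate conditions met; inactive = mean below 8% and not both replicates reaching 8%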;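 note: cells transiently co-express mutant CFTR-F508del with the halide-sensitive YFP; corrector assay measuring rescue of mutant channel to the surface after 24 h compound exposure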
EWS-Fli inh: blocks EWS/Fli oncoprotein-driven transcription. 0.67% of 350,000 active. inhibition, % at 12.6 µM. AID 651661. A673 NR0B1-luciferase reporter, viability-normalised;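 active = mean inhibition of at least 50% after viability correction, with every replicate also passing that limit; inconclusive = mean reaches 50% but only one of two replicates passes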;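 note: firefly luciferase signal divided by Alamar Blue viability fluorescence both relative to DMSO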
Starred values were filed as active, the others as inactive; ? = inconclusive; / = not tested or not shown; & = joins results of further samples.

Each structure is followed by: XiGFP reactiv, PAX8 reporter, F508del corr, ERp5 block, GSIS activator, EWS-Fli inh, ARNT-TACC3 inh, DENV2 CPE rescue
C[C@@]12C(=O)N(Cc3ccccc3)CC(=O)N1[C@H](/C=C/c1ccccc1)[C@@H]1C(=O)N(c3ccccc3)C(=O)[C@@H]12
  0.0, 0, -2.8, 3, /, -5, 3, 7
COc1ccc(NC(=O)N(C)C[C@H]2Oc3ccc(N(C)C)cc3C(=O)N([C@H](C)CO)C[C@H]2C)cc1
  -0.2, -25, 3.4, 0, 11, /, /, -2
CCn1cc(/C=C/C(=O)Nc2ccn(Cc3c(F)c(F)c(F)c(F)c3F)n2)cn1
  -0.2, 8, /, -10, -14, 0, 1, -7
Cc1ccc(C(C)C)c(OCC(=O)Nc2cccc(S(=O)(=O)NC3=NCCCCC3)c2)c1
  0.2, /, 0.0, -2, -68, /, -8, 3
CC(=O)Nc1ccc(NC(=O)CN(c2ccc(C(C)C)cc2)S(=O)(=O)c2ccccc2)cc1
  0.0, -6, -1.4, 0, -6, 27, 3, 0
CCCCOc1ccc(-c2cn3ccccc3n2)cc1[N+](=O)[O-]
  0.0, -145, 0.8, 4, 18, -170, 12, -6
Cc1ccc(CNC(=O)c2c(-c3ccccc3)noc2C)cc1
  0.0, 0, 2.4, 3, 17, 4, -14, -4
C=CCN1C(=O)C2(OCCCO2)c2ccccc21
  0.2, -5, 1.5, -2, 13, 5, -3, -4
C[C@@H]1CN([C@H](C)CO)C(=O)c2cc(NC(=O)Cc3cn(C)c4ccccc34)ccc2O[C@@H]1CN(C)C(=O)NC1CCCCC1
  -1.0, 31, 4.0, 1, -29, -9, -5, -1
O=C(C[C@H]1C[C@H](C(=O)N2CCCCC2)[C@@]2(CCc3ccccc3)c3[nH]c4ccc(Cl)cc4c3CCN2C1=O)NCCCn1ccnc1
  -0.1, 36, -8.4, 0, -2, 13, 6, -6
C[C@H](CO)N1C[C@H](C)[C@H](CN(C)Cc2cncnc2)Oc2cc(C#CC3CCCC3)ccc2S1(=O)=O
  -1.0, 2, 6.2, -1, -26, -15, 0, -2
COc1ccc(NC(=O)N(C)C[C@H]2Oc3ccc(NC(=O)C4CCCCC4)cc3CC(=O)N([C@H](C)CO)C[C@@H]2C)cc1
  -0.1, /, -2.6, 8, -7, -3, 3, -1
CCC1(CC)C(=O)C2=C3C1[C@H](C(=O)OC)C=C(C(=O)OC)C[C@H]3n1c(=O)n(C)c(=O)n1[C@H]2C (some centres not stated)
  -0.1, -5, -2.6, 3, 23, -62, 2, -9
COc1ccc(NC(=O)c2cc3ccccn3n2)cc1
  -0.1, -41, -0.6, 1, -4, 25, -5, 2
COc1ccc(NC(=O)N(C)C[C@@H]2OCCCC[C@@H](C)Oc3ccc(NS(=O)(=O)c4ccc(Cl)cc4)cc3C(=O)N([C@@H](C)CO)C[C@H]2C)cc1
  0.0, -11, -2.0, 1, -8, 3, -6, 8
CCOC(=O)C1=C(C)NC(C)=C(C(=O)OCC)C1C(=O)OCC(=O)N(C)C
  0.1, -5, -1.6, 1, -3, -11, -9, -1
O=C(Nc1nc2c(F)cc(F)cc2s1)C1CC(=O)N(Cc2ccco2)C1 (configuration not stated)
  0.0, -3, 1.8, -1, -2, 6, -1, -9
COc1cc2c(cc1OC)/C(=C/C(=O)c1ccc(F)cc1)NCC2
  0.0, -33, 0.9, 3, 2, -1, 9, 5
C[C@@H]1CN([C@@H](C)CO)C(=O)CCCn2nncc2CO[C@H]1CN(C)S(=O)(=O)c1ccc(-n2cccn2)cc1
  0.7&-0.4, 8&12, -1.5&-1.2, 2&2, 16&3, -8&2, 7, -6&-8
COCC(=O)N1C[C@@H](C)[C@@H](OC)CN(C)C(=O)c2ccc(NC(=O)Nc3cccc(F)c3)cc2OC[C@@H]1C
  0.0, /, -0.5, /, 0, -23, /, /
COc1ccc(C(=O)NNC(=O)c2cc3cc(OC)ccc3oc2=O)cc1
  -0.1, -1, 3.1, 10, /, 0, 11, -1
CC(=O)Nc1ccc(OC(=O)c2ccc(Cl)cc2)cc1
  0.0, 7, 1.6, 2, -7, 2, -15, 19
C[C@H](CO)N1C[C@H](C)[C@H](CN(C)C)OCCCC[C@H](C)Oc2ccc(NC(=O)Nc3ccccc3)cc2C1=O
  -0.6, -4, -3.6, /, 10, -2, /, /
O=C(N/C(=C\c1ccc(-c2ccccc2)o1)C(=O)N1CCOCC1)c1ccccc1
  0.2, 17, -0.6, 0, -5, 15, 6, /
CN(C)C(=O)[C@H]1[C@H](CO)[C@H]2Cn3c(ccc(C4=CCCC4)c3=O)[C@H]2N1C(=O)Cc1cccnc1
  0.3, -1, 0.7, -5, 12, -3, -2, -9
COc1cc(C(=O)N[C@H](C(=O)NC2CCCc3ccccc32)C(C)C)cc(OC)c1OC (some centres not stated)
  -0.4, 3, -1.1, -3, 29, 3, 14, 12
O=C(NNC(=O)c1ccccc1Cl)c1ccc(-n2cncn2)c([N+](=O)[O-])c1
  0.0, 1, 0.2, 0, 7, -7, -4, -1
c1ccc(CNc2nc(-c3cccnc3)nc3ccccc23)cc1
  0.1, 9, 0.4, 0, -1, 7, -2, 4
CN(C)c1ncnc(N(C)C)c1[N+](=O)[O-]
  0.0, 10, 0.3, 4, 3, 9, 2, 2
COc1cc(OC)c2ccc(=O)oc2c1C(CC(=O)N1CCN(c2ccccc2)CC1)c1ccc2c(c1)OCO2 (configuration not stated)
  0.0, -2, 3.9, -4, 3, 1, -1, 10
CCCNC(=O)N1C[C@H](C)[C@H](OC)CN(C)C(=O)c2ccc(NC(C)=O)cc2OC[C@H]1C
  0.2, -9, -1.0, /, 8, 5, /, /
Cc1ccc(-c2cnc3c(c2)C(=O)N([C@H](C)CO)C[C@@H](C)[C@@H](CN(C)C(=O)c2ccc(F)cc2)O3)cc1
  -0.8, /, -4.7, 4, -3, 1, -2, 5
COc1ccc(NC(=O)Nc2c[nH]c(=O)[nH]c2=O)cc1
  0.1, -3, 0.7, -1, 7, 5, 0, -2
COc1ccc(S(=O)(=O)NCC2CCCN(Cc3ccc(O)cc3)C2)cc1 (configuration not stated)
  0.0, 1, 2.0, -1, 8, /, 5, 6
O=C(Cn1ccc(C(F)(F)F)n1)N=Nc1c(O)[nH]c2ccccc12
  0.0, 14, 2.4, -2, 0, 18, -10, /
COc1ccc(NS(=O)(=O)c2ccc(N/N=C/c3ccc(N4CCOCC4)cc3)c([N+](=O)[O-])c2)cc1
  0.1, -19, -0.7, -2, /, 0, -2, 1
COCC#Cc1ccc([C@@H]2[C@H](CO)N3CCCCN(Cc4ccncc4)C[C@@H]23)cc1
  0.0, 3, -1.1, -1, 1, -5, -2, ?
O=C(CN1CCN(c2ccc(O)cc2)CC1)Nc1ccccc1C(=O)NCCc1ccccc1
  0.7, 18, 2.6, -7, -5, -17, 8, -5
CC1(C)CNC(=O)c2sc(N3CCOCC3)nc2C1
  /, /, 0.5, -7, 3, 0, -3, 2
CCc1ccc(NC(=O)c2cc(C)no2)cc1
  0.1, -141, -1.4, 3, -2, -120, 7, 2
C[C@@H]1CN([C@@H](C)CO)C(=O)Cc2cc(NC(=O)CCC(F)(F)F)ccc2O[C@@H]1CN(C)S(=O)(=O)c1ccc(F)cc1
  -1.0, 4, -2.1, -5, 0, -9, -5, ?
O=C(C[C@H]1C/C=C/CC[C@@H](Cc2ccc(F)cc2)C(=O)OC[C@H](c2ccccc2)NC1=O)NCCO
  0.2, 9, -2.3, -4, 3, -3, /, /
O=C(COC(=O)c1cc(Br)ccc1O)NCCC1=CCCCC1
  0.0, 3, 0.1, 9, /, -10, /, -14
CCC(=O)N(C)C[C@H]1Oc2cc(C#C[C@H](C)O)ccc2S(=O)(=O)N([C@@H](C)CO)C[C@H]1C
  -0.9, -10, -2.0, 2, 17, -2, -9, 4
COc1cc(/C=C(/NC(=O)c2ccccc2)C(=O)N2CCN(C)CC2)c([N+](=O)[O-])cc1OC
  0.3, -12, 2.4, 2, 5, -13, -8, 3
Cc1ccc(-c2cnc3c(c2)C(=O)N([C@@H](C)CO)C[C@@H](C)[C@@H](CN(C)C(=O)c2ccc(F)cc2)O3)cc1
  0.6, /, -2.5, 4, 7, -2, -6, -9
O=C(CSc1nc2c(c(=O)n1-c1ccc(Cl)cc1)SCC2)Nc1ccc2c(c1)OCCO2
  0.0, 14, -3.1, 2, /, -8, -1, 18
O=C(CCNS(=O)(=O)c1ccc(Br)cc1)N1CCCCCCC1
  0.1, 8, -2.8, -11, 30, -4, -1, -1
COc1ccc(NS(=O)(=O)c2ccc(N3CCOCC3)c(NC(=O)c3ccco3)c2)cc1
  -0.1, 14, -0.9, 3, 19, 11, 3, 9
CCC(=O)N1[C@H](CN(C)C(C)=O)[C@@H](c2ccc(-c3cccnc3)cc2)[C@@H]1CO
  0.3, -20, -0.4, 5, 1, 3, 2, -5

Next part:
Each structure is followed by: XiGFP reactiv, PAX8 reporter, F508del corr, ERp5 block, GSIS activator, EWS-Fli inh, ARNT-TACC3 inh, DENV2 CPE rescue
CC(C)C[C@@H]1O[C@H](CCc2ccccc2)Cc2[nH]c(=S)[nH]c(=O)c21
  0.1, -2, 0.9, 7, -26, 7, /, 6
CCOc1ccc(NC(=S)NNC(=O)c2cc(Br)ccc2Cl)cc1
  0.0, 2, 1.1, 2, 1, 18, 15, 2
CCCCCn1nnc2c(=O)oc3ccccc3c21
  0.5, -3, -2.8, -1, -10, 0, 3, /
COc1ccc2cnnc(SCC(=O)Nc3ccc(C(=O)O)cc3)c2c1OC
  0.0, -6, /, /, 13, /, -2, /
O=S(=O)(NC(=S)c1ccccc1)c1ccc(F)cc1
  0.4, -8, -0.5, 2, -10, 1, -7, -4
O=[N+]([O-])c1cccc(/C=N/N=C\c2ccccc2)c1
  0.1, -9, -1.9, 0, 1, 24, 14, ?
O=C(Nc1cccc2ccccc12)c1ccc([N+](=O)[O-])cc1
  0.1, -17, 1.9, 5, 0, -11, 6, 0
C[C@H](CO)N1C[C@H](C)[C@@H](CN(C)S(=O)(=O)c2cccc(F)c2)Oc2ncc(C#CC3CCCCC3)cc2C1=O
  /, 55, 0.2, 3, /, 16, 3, 8
C[C@H]1CN([C@@H](C)CO)C(=O)c2cc(C#CCN(C)C)cnc2O[C@@H]1CN(C)C
  0.9, /, 0.8, -3, 34, -7, -3, -10
COCC(=O)N(C)C[C@H]1Oc2cc(C#CC(C)(C)O)ccc2S(=O)(=O)N([C@@H](C)CO)C[C@@H]1C
  0.5, /, -1.7, 47*, 2, 6, -11, -8
CCC(C)NC(=O)C1CCC(=O)N1CCc1ccccc1 (configuration not stated)
  0.0, 17, 3.5, 6, 7, 4, -7, -2

Assay outcomes: PubChem BioAssay, Broad Institute
